Assay outcomes: PubChem, National Center for Advancing Translational Sciences (NCATS)
HBB splice mod – modulators of hemoglobin beta chain splicing; HBB splicing reporter cell assay, activation; EGFP reporter with mutant IVS2-654 intron; response scale: normalised to 500 nM splice-correcting PNA; Potency, µM (doses to about 46.1 µM), for the others: top-dose activation, actives largely listed as activators; 65,000 compounds, 0.06% hits; AID 925; note: potency is the fitted concentration of half-maximal effect; 0% is about no effect
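Compounds were applied for 2 days to HeLa EGFP-654 cells, 500/well in Optimem with 2% FCS. The reporter's EGFP is disrupted by mis-splicing of beta-globin intron IVS2-654. Readout: summed well GFP fluorescence from 488 nm laser scanning; reference was 500 nM antisense […] 654 PNA.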
HADH2 inh – blocks human hydroxyacyl-CoA dehydrogenase type II; Q99714; recombinant HADH2, NADH fluorescence, beta-hydroxybutyryl-CoA; Potency, µM (highest dose often 57.1 µM), inactives show at the top dose activity change, negative = inhibition, hits mostly inhibitors; 73,000 compounds, 3.4% hits; AID 886; note: potency is the fitted concentration of half-maximal effect; % is set by controls: 0 for no effect and ±100 for the full control effect; nearly all actives have a fitted effect of over 60% in size; many of its hits are not listed in these tables
Target sequence (Q99714 whole entry, looked up, one chain of several): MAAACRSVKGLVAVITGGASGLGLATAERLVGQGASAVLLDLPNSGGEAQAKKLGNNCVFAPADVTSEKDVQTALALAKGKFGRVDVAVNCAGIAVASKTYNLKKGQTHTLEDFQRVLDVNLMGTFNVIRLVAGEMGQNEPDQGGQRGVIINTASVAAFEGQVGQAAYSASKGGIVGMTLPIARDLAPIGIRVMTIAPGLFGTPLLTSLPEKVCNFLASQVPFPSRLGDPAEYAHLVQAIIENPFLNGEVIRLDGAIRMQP
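E. coli-expressed His-tagged HADH2 tested at 20 nM in alkaline Tris buffer (pH 9.0); oxidation of 90 uM beta-hydroxybutyryl-CoA with 1 mM NAD+ tracked fluorimetrically for 4 min.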
Luciferase inh – blocks Photinus pyralis firefly luciferase activity; Potency, µM (top dose mostly 57.1 µM), for the others: at the highest dose activity change, negative = inhibition, hits mostly inhibitors; 72,000 compounds, 2.2% hits; P08659; AID 411; purified firefly luciferase, luminescence, 8 min; note: potency is the fitted concentration of half-maximal effect; % is set by controls: 0 for no effect and ±100 for the full control effect; nearly all actives have a fitted effect of over 40% in size
Target sequence (P08659 whole entry, looked up): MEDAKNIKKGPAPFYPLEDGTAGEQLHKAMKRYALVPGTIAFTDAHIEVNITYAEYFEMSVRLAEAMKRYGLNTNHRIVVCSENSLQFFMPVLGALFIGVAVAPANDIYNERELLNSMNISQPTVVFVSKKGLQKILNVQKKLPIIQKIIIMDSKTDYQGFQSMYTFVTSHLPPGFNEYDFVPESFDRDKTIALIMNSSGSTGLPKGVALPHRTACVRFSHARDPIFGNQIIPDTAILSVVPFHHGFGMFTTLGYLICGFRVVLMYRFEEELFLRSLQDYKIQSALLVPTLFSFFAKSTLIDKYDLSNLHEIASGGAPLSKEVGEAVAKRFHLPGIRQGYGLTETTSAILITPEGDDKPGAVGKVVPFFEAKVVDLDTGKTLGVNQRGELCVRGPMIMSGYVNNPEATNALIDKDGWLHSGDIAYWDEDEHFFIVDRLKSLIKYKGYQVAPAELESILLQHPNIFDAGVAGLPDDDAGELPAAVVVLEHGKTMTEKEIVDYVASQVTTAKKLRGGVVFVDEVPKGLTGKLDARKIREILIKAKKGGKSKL
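Here, luciferase activity is measured as luminescence following an 8 min room-temperature reaction at 10 uM ATP, pH 7.2. Every library sample is titrated.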
TexasRed autofl – Texas Red region autofluorescence; AID 587; Compound fluorescence, Texas Red channel, 547/618 nm; hits give high values; 59,000 compounds, 0.06% hits; max dye-equivalent concentration, M; in the data active = max dye-equivalent concentration above about 10 nM; inconclusive = between about 1.1 nM and that limit
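Compound fluorescence was read after 15 min at room temperature in 100 mM Tris, pH 8.0, using 547 nm excitation and 618 nm emission across a concentration series. It was expressed as Texas Red dye-equivalent concentration from an on-plate standard curve.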
Tau filament bind – binders of human tau filaments; P10636; recombinant tau filaments, thioflavin S fluorescence, 15 h; filaments grown with octadecylsulfate alongside compound; Potency, µM (highest dose often 57.1 µM), without a hit: at the top dose activity change, negative = inhibition; 71,000 compounds, 2% hits; AID 596;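 note: potency is the fitted concentration of half-maximal effect; % is set by controls: 0 for no effect and ±100 for the full control effect; actives lower thioflavin S fluorescence by blocking filaments or displacing dye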
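Assay mix: 1 uM His-tagged tau, 30 uM sodium octadecylsulfate, thioflavine S dye in HEPES/NaCl/DTT buffer. Compound is added prior to the inducer. Fluorescence after 15 h at 37 C.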
ERK AVP block – blocks ERK signaling stimulated by vasopressin; HEK293-V1b, vasopressin-stimulated pERK AlphaScreen; 72,000 compounds, 0.99% hits; Potency, µM (series often up to 57.5 µM), without a hit: top-dose activity, negative = inhibition, most hits filed as inhibitors; note: potency is the fitted concentration of half-maximal effect; % is set by controls: 0 for no effect and ±100 for the full control effect; nearly all actives have a fitted effect of over 55% in size
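Overnight-seeded V1b-HEK293 cells in 1% FBS got compound, then vasopressin (25 nM final, 5 min, 37C), then lysis buffer. AlphaScreen detection of phospho-ERK; activity normalized to basal and full-stimulation controls.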
Rhodamine autofl – rhodamine region autofluorescence; 59,000 compounds, 0.05% hits; max dye-equivalent concentration, M; Rhodamine-region fluorescence, 547/598 nm, Tris buffer; hits give high values; in the data active = max dye-equivalent concentration above about 11 nM; inconclusive = between about 1.1 nM and that limit
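A six-point rhodamine series on each plate calibrates the signal. Compounds sit in 100 mM Tris (pH 8.0) for 15 min at ambient temperature before imaging through 547 nm/598 nm filters.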
15-hLO inh – 15-hLO (ALOX15) enzyme inhibition; Potency, µM (series often up to 57.1 µM), for the others: top-dose activity change, negative = inhibition, actives largely listed as inhibitors; 74,000 compounds, 1.4% hits; purified 15hLO-1, xylenol orange hydroperoxide absorbance; AID 887; P16050; note: potency is the fitted concentration of half-maximal effect; % is set by controls: 0 for no effect and ±100 for the full control effect; nearly all actives have a fitted effect of over 55% in size
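Purified human 15hLO-1 (40 nM final) in 25 mM Hepes pH 7.5, 0.01% Triton X-100 was preincubated with compound 15 min at room temperature, then reacted 6 min with 50 uM arachidonic acid; hydroperoxide detected by Fe-XO, 573/405 nm absorbance ratio.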
Hsp90 Hop PPI – changes Hsp90-Hop TPR2A binding signal, up or down. AlphaScreen TPR2A-His6 binding biotin-Hsp90 C-terminal peptide. Potency, µM (titrated, usually from 57 µM), for inactives: top-dose activity change, negative = inhibition. 71,000 compounds, 0.44% hits; active = well fitted curve in either direction with a large enough effect; inconclusive = small, poorly fitted or top-dose-only effect, or another doubt; note: potency is the fitted concentration of half-maximal effect; % is set by controls: 0 for no effect and ±100 for the full control effect; many of its hits are not listed in these tables
Pol III holo inh – inhibitors of bacterial DNA polymerase III holoenzyme; 71,000 compounds, 0.25% hits; reconstituted DNA polymerase III holoenzyme replication, biochemical; Potency, µM (series often up to 57.1 µM), for inactives: at the top dose activity change, negative = inhibition; AID 603; note: potency is the fitted concentration of half-maximal effect; % is set by controls: 0 for no effect and ±100 for the full control effect
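Reconstituted *E. coli* holoenzyme (0.35 nM Pol III, 1 nM beta, 154 nM SSB, 2 nM primase) was preincubated with compound for 15 min at RT. Synthesis on 1.4 nM ssM13Gori ran 35 min, then was stopped with PicoGreen/EDTA and read as dsDNA fluorescence.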
CRE-bla Fsk – alters forskolin-stimulated CRE reporter signaling in CHO cells. Potency, µM (highest dose often 38.2 µM), for the others: at the top dose activity change, negative = inhibition, usual class: activators. CHO CRE-bla reporter (cAMP response element driving beta-lactamase), forskolin EC10, beta-lactamase ratio. 71,000 compounds, 2.5% hits; active = well fitted activation curve with a large enough effect in the signal ratio, with a control signal flat, not every such curve was filed as active; inconclusive = small, poorly fitted or top-dose-only effect, or effect the other way, or a change in a side signal; the % refers to the signal ratio; note: potency is the fitted concentration of half-maximal effect; % of control where 0% means no effect
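Beta-lactamase reporter under a cAMP responsive element in CHO cells; compounds tested in titration series against EC10 NKH 477, 3 h at 37 °C. Read-out: CCF4 FRET ratio 460nm/530nm (excitation 405nm) giving %Activity, fitted to AC50.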
* hit, by the source's call; [ ] = another dose, or the depositor's remark. Unless noted, calls come from the whole dose curve; as a rule, active = well fitted curve in the direction sought with a large enough effect; inconclusive = small, poorly fitted or top-dose-only effect, or another doubt; inactive = no such curve, though single readings can be large; an effect the other way counts as inactive or inconclusive. A portion of the library (hit frequency here may not be typical).

What do the screens show for `CN(C)C=Nc1ncc2c3ccccc3n(CCN(C)C)c2c1C#N`?
HBB splice mod: -4.5%[57.5 µM]; HADH2 inh: -18.5%; Luciferase inh: 2.9%; TexasRed autofl: inactive; Tau filament bind: 58.0%; ERK AVP block: -23.7%; Rhodamine autofl: inactive; 15-hLO inh: 9.9%; Hsp90 Hop PPI: -4.2%; Pol III holo inh: -12.3%; CRE-bla Fsk: -0.3%

Results for COCCn1c(=O)c(-c2ccc(F)cc2)nc2cnc(Nc3cccc(OC)c3)nc21 ?
HBB splice mod: 20µM*; HADH2 inh: 0.6%; Luciferase inh: 0.7%[11.4 µM]; TexasRed autofl: inconclusive; Tau filament bind: inactive; ERK AVP block: 6.7%; Rhodamine autofl: inactive; 15-hLO inh: -5.4%; Hsp90 Hop PPI: -4.0%; Pol III holo inh: 4.2%; CRE-bla Fsk: inconclusive

What do the screens show for `CCOC(=O)CSc1nnc(Cc2cc(=O)[nH]c(=O)[nH]2)n1-c1ccc(Cl)cc1`?
HBB splice mod: -0.6%; HADH2 inh: 10.1%; Luciferase inh: 2.4%; Tau filament bind: 3.8%; ERK AVP block: inconclusive; 15-hLO inh: -16.6%; Hsp90 Hop PPI: -3.4%[2.3 µM]; Pol III holo inh: -1.7%; CRE-bla Fsk: -4.1%

How did CCC(Oc1ccccc1)C(=O)Nc1ccc(-c2nnc(-c3ccco3)o2)cc1 (stereo not given) do in these assays?
HBB splice mod: -1.2%; HADH2 inh: -23.5%; Luciferase inh: -0.5%; TexasRed autofl: inactive; Tau filament bind: 46.0%; ERK AVP block: 10.0%; Rhodamine autofl: inactive; 15-hLO inh: -23.8%; Hsp90 Hop PPI: -2.1%; Pol III holo inh: -1.5%; CRE-bla Fsk: inconclusive

How did CS(=O)(=O)NCc1csc(-c2ccccc2)n1 do in these assays?
HBB splice mod: -0.1%; HADH2 inh: -0.2%; Luciferase inh: -0.3%; TexasRed autofl: inactive; Tau filament bind: -0.1%; ERK AVP block: -10.8%; Rhodamine autofl: inactive; 15-hLO inh: -2.1%; Hsp90 Hop PPI: -1.2%; Pol III holo inh: -4.1%; CRE-bla Fsk: -1.7%

How did O=C(Nc1ccc2snnc2c1)N1CCOCC1 do in these assays?
HADH2 inh: -24.5%; Luciferase inh: -0.3%; TexasRed autofl: inconclusive; Tau filament bind: -19.1%; ERK AVP block: 0.7%; Rhodamine autofl: inactive; 15-hLO inh: -17.5%; Hsp90 Hop PPI: -1.8%; Pol III holo inh: -0.2%; CRE-bla Fsk: 3.5%

Results for CNc1ncnc2c1ncn2[C@@H]1O[C@H](CO)[C@@H](O)[C@@H]1O ?
HBB splice mod: 3.2%[20.6 µM]; HADH2 inh: 6.6%[25.6 µM]; Luciferase inh: -6.0%[25.5 µM]; TexasRed autofl: inconclusive; Tau filament bind: 5.2%[25.6 µM]; ERK AVP block: 21.8%[25.7 µM]; Rhodamine autofl: inactive; 15-hLO inh: 0.0%[25.6 µM]; Hsp90 Hop PPI: -5.2%[26 µM]; Pol III holo inh: 3.8%[25.6 µM]; CRE-bla Fsk: 9.2%[17.1 µM]

Results for Cc1cc(C(=O)N2CCN(C(c3ccccc3)c3ccccc3)CC2)on1 ?
HBB splice mod: -1.0%; HADH2 inh: -4.6%; Luciferase inh: -4.5%; Tau filament bind: -5.2%; ERK AVP block: -8.8%; 15-hLO inh: -11.2%; Hsp90 Hop PPI: 5.7%; Pol III holo inh: 4.2%; CRE-bla Fsk: -20.7%

Results for NCCC[C@@H](CC(=O)N[C@@H]1CCCC[C@H]1C(=O)N[C@H](CC(=O)N[C@@H](CCC(=O)O)CC(=O)O)Cc1ccccc1)NC(=O)C[C@H](Cc1ccccc1)NC(=O)[C@@H]1CNCC[C@H]1N ?
HBB splice mod: 0.9%; HADH2 inh: 15.9%; Tau filament bind: 13.0%; Hsp90 Hop PPI: -6.5%; Pol III holo inh: -5.7%; CRE-bla Fsk: -17.4%

How did N#Cc1nc(COc2ccc(Cl)cc2)oc1N1CCCCCC1 do in these assays?
HBB splice mod: 0.8%; HADH2 inh: -2.9%; Luciferase inh: 2.3%; TexasRed autofl: inactive; Tau filament bind: -2.8%; ERK AVP block: -24.1%; Rhodamine autofl: inactive; 15-hLO inh: -11.2%; Hsp90 Hop PPI: inconclusive; Pol III holo inh: -2.3%; CRE-bla Fsk: 19.3%

How did CCOc1ccc(OCC)c(NC(=O)CSc2nnc(Cn3cnc4ccccc43)n2C)c1 do in these assays?
HBB splice mod: 2.6%; HADH2 inh: 2.5%; Luciferase inh: -0.5%; TexasRed autofl: inactive; Tau filament bind: -5.2%; ERK AVP block: -9.3%; Rhodamine autofl: inactive; 15-hLO inh: 7.6%; Hsp90 Hop PPI: -4.3%; Pol III holo inh: -6.6%; CRE-bla Fsk: 17.3%

What do the screens show for `CCOC(=O)COn1c(=O)c(=O)n(OC)c2ccccc21`?
HBB splice mod: 0.3%[1.84 µM]; HADH2 inh: -19.2%; Luciferase inh: -2.8%; TexasRed autofl: inactive; Tau filament bind: -18.5%; ERK AVP block: -0.1%; Rhodamine autofl: inactive; 15-hLO inh: 0.4%; Hsp90 Hop PPI: -4.9%; Pol III holo inh: 1.4%; CRE-bla Fsk: 25.4%

Results for O=C(C1CCC(Cn2c(=S)[nH]c3ccccc3c2=O)CC1)N1CCOCC1 (stereo not given) ?
HBB splice mod: 1.5%; HADH2 inh: -7.0%; Luciferase inh: 1.5%; TexasRed autofl: inactive; Tau filament bind: 15.1%; ERK AVP block: -22.6%; Rhodamine autofl: inactive; 15-hLO inh: -6.4%; Hsp90 Hop PPI: -2.9%; Pol III holo inh: -3.5%; CRE-bla Fsk: 7.2%

What do the screens show for `Cc1cc(C)nc(-n2nc(C)cc2NC(=O)c2cccc(S(=O)(=O)N(C)C)c2)n1`?
HBB splice mod: -0.2%[57.5 µM]; HADH2 inh: -1.7%; Luciferase inh: 0.9%; TexasRed autofl: inactive; Tau filament bind: -7.6%; ERK AVP block: 4.4%; Rhodamine autofl: inactive; 15-hLO inh: 13.6%; Hsp90 Hop PPI: 1.7%; Pol III holo inh: 0.6%; CRE-bla Fsk: 3.3%

Results for FC(F)(F)c1cc(CN2CCCC3(CCNCC3)C2)cc(C(F)(F)F)c1 ?
HBB splice mod: 1.0%; HADH2 inh: 6.6%; Luciferase inh: 1.4%[11.4 µM]; TexasRed autofl: inactive; Tau filament bind: -24.4%; ERK AVP block: -8.1%; Rhodamine autofl: inactive; 15-hLO inh: 3.3%; Hsp90 Hop PPI: -2.6%; Pol III holo inh: -14.3%; CRE-bla Fsk: 1.4%

How did CCOC(=O)c1sc(NC(C)=O)c(C(=O)OCC)c1C do in these assays?
HBB splice mod: 0.7%[57.5 µM]; HADH2 inh: 21.4%; Luciferase inh: -0.5%; TexasRed autofl: inconclusive; Tau filament bind: 11.7%; ERK AVP block: 2.0%; Rhodamine autofl: inactive; 15-hLO inh: 1.1%; Hsp90 Hop PPI: 1.7%; Pol III holo inh: -0.6%; CRE-bla Fsk: inconclusive

How did CCOC(=O)c1cnn2c(C)cc(-c3ccccc3)nc12 do in these assays?
HBB splice mod: -0.8%; HADH2 inh: 25.1µM*; Luciferase inh: -20.3%; TexasRed autofl: inconclusive; Tau filament bind: -1.6%; ERK AVP block: -4.0%; Rhodamine autofl: inactive; 15-hLO inh: -11.2%; Hsp90 Hop PPI: -1.4%; Pol III holo inh: -10.7%; CRE-bla Fsk: inconclusive

How did CCOC(=O)N1CCC(NC(=O)c2cc(S(=O)(=O)N3CCc4ccccc43)cn2C)CC1 do in these assays?
HBB splice mod: -2.4%; HADH2 inh: -3.4%; Luciferase inh: 1.9%; TexasRed autofl: inactive; Tau filament bind: 6.3%; ERK AVP block: 23.2%; Rhodamine autofl: inactive; 15-hLO inh: -2.9%; Hsp90 Hop PPI: 3.7%; Pol III holo inh: 4.6%; CRE-bla Fsk: inconclusive

How did COc1ccc(CCn2c(C)cc3c(c2=O)C(c2ccncc2)C(C#N)=C(N)O3)cc1OC (stereo not given) do in these assays?
HBB splice mod: 0.6%; HADH2 inh: 3.2%; Luciferase inh: -0.2%; TexasRed autofl: inactive; Tau filament bind: -4.4%; ERK AVP block: -14.2%; Rhodamine autofl: inactive; 15-hLO inh: 1.6%; Hsp90 Hop PPI: -3.7%; Pol III holo inh: -12.5%; CRE-bla Fsk: inconclusive

Results for COc1ccccc1-c1cc(C(=O)N2CCN(c3ccc(F)cc3)CC2)no1 ?
HBB splice mod: -2.0%; HADH2 inh: 17.0%; Luciferase inh: -4.0%; TexasRed autofl: inactive; Tau filament bind: 53.0%; ERK AVP block: -3.7%; Rhodamine autofl: inactive; 15-hLO inh: -14.7%; Hsp90 Hop PPI: -1.1%; Pol III holo inh: -4.5%; CRE-bla Fsk: 10.8%
